Compound activity (PubChem BioAssay)
NIH3T3 tox: NIH 3T3 cell cytotoxicity. NIH 3T3 viability, CellTiter-Glo ATP luminescence, 48-72 h. Potency, µM (series often up to 96.7 µM), for inactives: at the highest dose activity change, negative = cytotoxicity, most hits filed as inhibitors. hit rate 4.3% among 94,000. AID 1345082; further: potency means the concentration at half of the fitted maximal effect; nearly all actives have a fitted effect of over 55% in size
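ATP-dependent luminescence (CellTiter-Glo) served as the viability signal for NIH 3T3 cells treated with compound for 48 or 72 hr at 37 °C.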
Luciferase inh: Photinus pyralis luciferase inhibition. AID 1347043. Potency, µM (series often up to 115 µM), for inactives: top-dose activity change, negative = inhibition, actives largely listed as inhibitors. purified P. pyralis luciferase, luminescence, biochemical. P08659. hit rate 2.5% among 76,000; further: potency means the concentration at half of the fitted maximal effect; nearly all actives have a fitted effect of over 65% in size
Target sequence (P08659 whole entry, looked up): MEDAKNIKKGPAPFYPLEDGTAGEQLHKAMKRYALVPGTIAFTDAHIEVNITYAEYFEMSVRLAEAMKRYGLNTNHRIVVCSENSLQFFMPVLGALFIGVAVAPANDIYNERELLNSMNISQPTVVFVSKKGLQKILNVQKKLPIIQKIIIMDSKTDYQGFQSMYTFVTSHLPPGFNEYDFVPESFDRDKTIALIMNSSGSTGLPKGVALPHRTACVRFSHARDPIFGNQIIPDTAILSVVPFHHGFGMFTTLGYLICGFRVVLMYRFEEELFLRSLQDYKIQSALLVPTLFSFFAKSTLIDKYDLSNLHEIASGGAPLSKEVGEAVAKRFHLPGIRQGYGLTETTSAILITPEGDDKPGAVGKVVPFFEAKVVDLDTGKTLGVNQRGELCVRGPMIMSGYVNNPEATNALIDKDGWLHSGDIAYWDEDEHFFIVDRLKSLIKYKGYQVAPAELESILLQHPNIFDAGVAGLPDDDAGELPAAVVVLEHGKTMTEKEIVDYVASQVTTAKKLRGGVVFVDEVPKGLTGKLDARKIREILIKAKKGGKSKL
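Purified P. pyralis luciferase (10nM final) in 50mM Tris acetate pH 7.5, 10mM Mg acetate, 0.01% Tween-20, 0.05% BSA with 10uM D-luciferin and 10uM ATP. Compounds titrated qHTS. Luminescence imaged on CCD.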
IP6K1 inh: IP6K1 kinase inhibition | AID 1645851 | IP6K1 kinase, ADP-Glo luminescence, 2 h; hits give low values | hit rate 0.81% among 140,000 | activity change, % (series mostly up to about 58 µM) | Q92551; in the data active means activity change below about -25%
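ADP-Glo luminescence measures ADP made by human IP6K1 during a 2 h RT reaction with ATP/IP6 (mix at 1.3 mM/130 uM); top library doses 57.5 and 19.1 uM final.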
GPT2 inhibitor: inhibitors of human GPT2 alanine aminotransferase. AID 1671188. hit rate 0.25% among 100,000. Potency, µM (series often up to 57.7 µM), for inactives: at the highest dose activity change, negative = inhibition, usual class: inhibitors. Recombinant GPT2, coupled pyruvate oxidase/HRP Amplex Red fluorescence. Q8TD30; further: potency means the concentration at half of the fitted maximal effect; nearly all actives have a fitted effect of over 60% in size; many of its hits are not listed in these tables
Target sequence (Q8TD30 whole entry, looked up): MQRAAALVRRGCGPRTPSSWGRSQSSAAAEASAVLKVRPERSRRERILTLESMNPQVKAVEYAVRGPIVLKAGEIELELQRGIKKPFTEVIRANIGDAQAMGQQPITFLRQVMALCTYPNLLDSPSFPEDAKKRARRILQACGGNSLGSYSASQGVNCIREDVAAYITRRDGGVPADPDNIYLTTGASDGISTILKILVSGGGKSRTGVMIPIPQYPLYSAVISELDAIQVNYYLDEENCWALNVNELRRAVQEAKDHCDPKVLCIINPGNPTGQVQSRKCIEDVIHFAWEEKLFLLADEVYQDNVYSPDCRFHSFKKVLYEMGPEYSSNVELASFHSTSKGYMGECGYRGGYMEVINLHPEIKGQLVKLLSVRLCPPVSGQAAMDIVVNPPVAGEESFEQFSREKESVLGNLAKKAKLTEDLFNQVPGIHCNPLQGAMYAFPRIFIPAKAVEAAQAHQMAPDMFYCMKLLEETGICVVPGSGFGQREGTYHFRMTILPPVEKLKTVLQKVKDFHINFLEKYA
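Fluorescence of coupled pyruvate oxidase/HRP/Amplex Red system (50uM Amplex, 30 min, dark) reports pyruvate formed by GPT2. Enzyme reaction: 10ng/uL GPT2, 2mM L-alanine, 250uM a-KG, 30 min room temperature, pH 7.5; 50uM AOA control.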
HEK293 viab: counter-screen for SNCA expression inhibitors: cell viability. hit rate 0.12% among 150,000. Potency, µM (titrated, usually from 57.1 µM), for inactives: top-dose activity change, negative = cytotoxicity, actives largely listed as cytotoxic. AID 1671193. HEK-293-SNCA-luc viability, GF-AFC fluorescence, 24 h;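 further: potency means the concentration at half of the fitted maximal effect; 0% = DMSO-treated cells and -100% = medium-only wells without cells; nearly all actives have a fitted effect of over 30% in size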
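Cytotoxicity counterscreen: after 24 h compound treatment of genome-edited SNCA-luciferase HEK-293 cells, live-cell protease substrate GF-AFC read by fluorescence after 30 min; activity scaled between DMSO (0%) and medium-only (-100%), curves Hill-fitted.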
SNCA expr inh: SNCA gene expression inhibition. HEK-293 SNCA-luciferase knock-in, luminescence, 24 h. Potency, µM (doses to about 57.2 µM), inactives show at the highest dose activity change, negative = inhibition, usual class: inhibitors. AID 1671194. hit rate 0.17% among 140,000;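 further: potency means the concentration at half of the fitted maximal effect; plate controls were DMSO cells for no effect and cell-free wells for full effect; nearly all actives have a fitted effect of over 45% in size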
HEK cytotox: kills HEK 293 cells; Potency, µM (series often up to 115 µM), without a hit: at the top dose activity change, negative = cytotoxicity, usual class: inhibitors; hit rate 6.6% among 94,000; HEK 293 viability, ATP luminescence (CellTiter-Glo), 48-72 h; further: potency means the concentration at half of the fitted maximal effect; nearly all actives have a fitted effect of over 60% in size
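CellTiter-Glo luminescence (cellular ATP) was read after 48 or 72 hr of compound exposure at 37 degree Celsius. Cells were HEK 293 plated at 250 cells/well.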
The depositor's hits bear a star; i = inactive; ? = inconclusive; . = not tested or not shown; & = joins results of further samples; [ ] = another dose, or the depositor's remark. Unless noted, the call rests on the fitted dose curve; in most records, active means well fitted curve in the direction sought with a large enough effect; inconclusive means small, poorly fitted or top-dose-only effect, or another doubt; inactive means no such curve, though single readings can be large; an effect the other way counts as inactive or inconclusive. Unless noted, on the % scale 0 is the no-effect control and ±100 the full control effect. Outcome played no part in choosing rows; about 7.8% have a hit in one of these screens.

| SMILES | NIH3T3 tox | Luciferase inh | IP6K1 inh | GPT2 inhibitor | HEK293 viab | SNCA expr inh | HEK cytotox |
| --- | --- | --- | --- | --- | --- | --- | --- |
| CCNC(=O)N1CCCC1c1noc(CCC(=O)NCC2CCCCC2)n1 (configuration not stated) | i | -1% | 19 | 3% | -6% | ? | 4% |
| Cc1oc2c(c1C(=O)Nc1ccc(OC(F)(F)F)cc1)C1=NCCN1C=N2 | . | . | 6 | . | 7% | 31%[activator] | . |
| COc1ccc(-c2ccc(NS(=O)(=O)c3ccccc3)cc2)nn1 | . | . | -6 | . | -3% | 68%[activator] | . |
| Cn1cc([C@@H](NC(=O)CCc2ccc(=O)[nH]n2)C2CC(O)C2)cn1 (some centres not stated) | 4% | -2% | 8 | i | 0% | 10% | -5% |
| O=C(Cc1ccc2c(c1)OCO2)N[C@H]1[C@@H]2CCO[C@@H]2[C@@H]1C1CCCC1 | -18% | -5% | 29 | -19%[11.5 µM] | 12% | 2% | ? |
| CNC(=O)c1noc([C@@H]2CC(F)(F)CN2C(=O)CC2=CCCCC2)n1 | 3% | -4% | 5 | i | 5% | -23% | i |
| COc1cccc(C(=O)N[C@H]2[C@H](O)[C@H](O)C[C@@H]2c2ccc(N3CCOCC3)nc2)c1 | -32%[174 µM] | -23%[172 µM] | -6 | i | 4%[87.6 µM] | 24%[87.6 µM] | -4%[172 µM] |
| COc1cc(Cl)c(C)cc1Nc1nc2ccccc2nc1NS(=O)(=O)c1ccccc1 | . | . | 24 | . | 3% | 99%[activator] | . |
| COCCCn1c(=O)c(C(=O)N2CCN([S+](=O)([O-])c3cccs3)CC2)nc2cccnc21 | -21% | . | 4 | 1% | 11% | -13% | -18% |
| CCCCNC(=O)Cn1c(=O)cc(C)c2c(C)nn(-c3ccc(CC)cc3)c21 | . | . | 10 | . | 5% | 19% | . |
| COc1ccc(NCc2cc3cc4c(cc3n(CC(=O)Nc3ccc(C)cc3)c2=O)OCO4)cc1 | . | . | -15 | . | -12% | -21% | . |
| O=C(OC[C@H]1O[C@H](O[C@H]2CO[C@H](CO)[C@@H](O)[C@@H]2O)[C@H](O)[C@@H](O)[C@H]1O)c1ccccc1 | . | . | 14 | 4%[27.3 µM] | -5%[23.9 µM] | . | . |
| CS(=O)(=O)N1CCCC(C(=O)NCCCN2CCCc3ccccc32)CCNC(=O)CC1 (configuration not stated) | ? | -22% | -1 | -16% | 0% | 7% | 1% |
| O=C(c1ccco1)N1CCN(C(=O)c2nnn3c2COC(c2ccc(Cl)cc2)C3)CC1 (configuration not stated) | -17% | -15% | 14 | i | 11% | -16% | ? |
| CC1CCN(Cc2c(O)ccc3c(=O)c(Oc4ccccc4Cl)c(C(F)(F)F)oc23)CC1 | . | . | 36 | . | 1% | 9% | . |

Reprinted from the results shown, two compounds:
| SMILES | NIH3T3 tox | Luciferase inh | IP6K1 inh | GPT2 inhibitor | HEK293 viab | SNCA expr inh | HEK cytotox |
| --- | --- | --- | --- | --- | --- | --- | --- |
| O=C(c1ccco1)N1CCN(C(=O)c2nnn3c2COC(c2ccc(Cl)cc2)C3)CC1 (configuration not stated) | -17% | -15% | 14 | i | 11% | -16% | ? |
| CC1CCN(Cc2c(O)ccc3c(=O)c(Oc4ccccc4Cl)c(C(F)(F)F)oc23)CC1 | . | . | 36 | . | 1% | 9% | . |

(more compounds)
| SMILES | NIH3T3 tox | Luciferase inh | IP6K1 inh | GPT2 inhibitor | HEK293 viab | SNCA expr inh | HEK cytotox |
| --- | --- | --- | --- | --- | --- | --- | --- |
| COc1cc(CN(C(=O)c2ccc(Cl)cc2)C2CCS(=O)(=O)C2)cc(OC)c1OC (configuration not stated) | . | . | 11 | . | 1% | ? | . |
| O=C(Cn1c(=O)oc2ccccc21)N1CCCC(Cc2noc(-c3ccccc3)n2)C1 (configuration not stated) | -22% | 40µM* | 1 | i | ? | 88%[activator] | ? |
| CS(=O)(=O)N1CCC(F)(c2nc(-c3ccccc3)no2)CC1 | -22% | -21% | -3 | i | -4% | 86%[activator] | ? |
| Cc1nn2c(c1-c1ccccc1[S+](C)(=O)[O-])N(C(=O)Cc1ccccc1)CCC2 | ? | 0%[172 µM] | 17 | -29%[88.5 µM] | 11%[87.6 µM] | 31%[activator][87.6 µM] | -13%[172 µM] |
| COc1ccccc1N1CCN(C(=O)c2cn(C)c3ccc(S(=O)(=O)N4CCOCC4)cc3c2=O)CC1 | . | . | 3 | . | -11% | 4% | . |
| Cc1ncsc1C(=O)N1CCCC(CCc2ccc(F)cc2F)C1 (configuration not stated) | ? | 5% | 6 | ? | -3% | 10% | 89µM* |
| COc1ccc(S(N)(=O)=O)cc1C(=O)N1CCc2c(nc[nH]c2=O)C1 | 1% | -1% | 10 | -11% | 5% | -14% | -5% |
| Cc1nn(C(=O)CCCC(=O)N2CCC(Cc3nc(C4CCOCC4)no3)CC2)c2ccccc12 | ? | -28% | 4 | i | -26% | -15% | ? |
| Cc1c(Cl)cccc1N1CC(c2nc3ccccc3n2Cc2ccccc2F)CC1=O (configuration not stated) | . | . | -4 | . | ? | ? | . |
| CCN1C(=O)C2(CCN(S(=O)(=O)c3cn(C)cn3)CC2)c2ccccc21 | i | 6% | -17 | i | 9% | -2% | 6% |
| CC(=O)[C@@]1(O)CC[C@H]2[C@@H]3CCC4=CC(=O)CC[C@]4(C)[C@H]3CC[C@@]21C | . | . | 13 | -15% | 3% | 20% | . |
| O=C(NCCCO)c1ccc2c(c1)C1(CCN(CC3CC3)C1)CN2Cc1ccccc1 (configuration not stated) | -21%[138 µM] | 8%[172 µM] | -6 | 5%[88.5 µM] | 4%[87.6 µM] | -3%[87.6 µM] | ? |
| O=C(C1=NO[C@@H]2CN(c3ccc(OC(F)(F)F)cc3)C[C@H]12)N1CCOCC1 | ? | 7%[172 µM] | 8 | -16%[88.5 µM] | 1%[87.6 µM] | -33%[87.6 µM] | ? |
| COc1cc(NC(=O)CNS(=O)(=O)c2cccs2)cc(OC)c1OC | . | . | 5 | . | -6% | ? | . |
| Cc1ccc(C)c(CN2C(=O)c3ccccc3S(=O)(=O)c3ccc(C(=O)N4CCN(c5ccccc5F)CC4)cc32)c1 | . | . | 5 | . | -14% | 41%[activator] | . |

The listing continues:
| SMILES | NIH3T3 tox | Luciferase inh | IP6K1 inh | GPT2 inhibitor | HEK293 viab | SNCA expr inh | HEK cytotox |
| --- | --- | --- | --- | --- | --- | --- | --- |
| CCOc1ccc(C2Cn3nnc(-c4nc(-c5ccccc5Br)no4)c3CO2)cc1 (configuration not stated) | -15% | -2% | -2 | i | 1% | -2% | -13% |
| O=c1cc(-c2ccncc2)oc2c(-c3ccccc3F)nccc12 | ? | 2%[172 µM] | 2 | 3%[88.5 µM] | -22%[87.6 µM] | ? | ? |
| O=C(NCC1Cn2cccc2CN1Cc1ccccc1)c1ccc2cc[nH]c2c1 (configuration not stated) | ? | 0% | -2 | -14% | 2% | 29% | 79µM* |
| COc1ccc(-c2ccccc2C(=O)NC(C)C)nn1 | -12%[138 µM] | . | 11 | . | . | . | -5%[172 µM] |
| Cc1noc(-c2cn(C3CCN(C(=O)c4ccc(F)c(F)c4)CC3)nn2)n1 | ? | 7% | 7 | i | -4% | ? | -4% |
| CN1C2CCC1CC(OC(=O)C(CO)c1ccccc1)C2 (configuration not stated) | . | . | . | i | -1%&7%&1% | -15%&-1%&24% | . |
| Cc1ccnc(NS(=O)(=O)c2cc(-c3cc(C)no3)ccc2C)c1 | . | . | 7 | . | 2% | 37%[activator] | . |
| COc1ccc(CNC(=O)c2cc3c(n2C)CCN(Cc2ccc(F)cc2)C3)cc1 | ? | 7% | -7 | 4% | -10% | -20% | ? |
| Cc1ccccc1C(=O)N1CCN(c2cc(-c3cccs3)[nH]n2)CC1 | ? | -7% | 10 | 3% | 6% | 6% | ? |
| Cc1ccc(-c2cc3c(=O)n(CCNC(=O)c4ccc(Cl)cc4)ccn3n2)cc1C | -11% | -4% | -4 | -8% | -12% | 17% | -25% |
| CC1(C)CCC2(C(=O)OC3OC(CO)C(O)C(O)C3O)CCC3(C)C(=CCC4C5(C)CCC(O)C(C)(C(=O)O)C5CCC43C)C2C1O (configuration not stated) | . | . | 3 | i | -38%[23.9 µM] | . | . |
| CCCc1noc(-c2ccn3c(CNC(=O)c4cccc(N(C)C)c4)nnc3c2)n1 | -26% | ? | 6 | -6% | 7% | 85%[activator] | ? |
| O=C1CCC2(C(=O)N3CCOCC3)CCCC=C2N1c1ccccc1 (configuration not stated) | i | . | -4 | i | 3% | 14% | i |
| COc1ccc(C(=O)NCCn2cc(SCc3cc(C)ccc3C)c3ccccc32)cc1 | . | . | 10 | . | ? | 2% | . |
| NC(=O)NCc1cn(C2CCN(C(=O)C3CCCCCC3)CC2)nn1 | -5% | 5% | -6 | -22% | -11% | -8% | i |

Profiles as entered above.
Profile of Cc1ccnc(NS(=O)(=O)c2cc(-c3cc(C)no3)ccc2C)c1 = NIH3T3 tox: .; Luciferase inh: .; IP6K1 inh: 7; GPT2 inhibitor: .; HEK293 viab: 2%; SNCA expr inh: 37%[activator]; HEK cytotox: .
Profile of COc1ccc(-c2ccccc2C(=O)NC(C)C)nn1 = NIH3T3 tox: -12%[138 µM]; Luciferase inh: .; IP6K1 inh: 11; GPT2 inhibitor: .; HEK293 viab: .; SNCA expr inh: .; HEK cytotox: -5%[172 µM]

Next structures.
| SMILES | NIH3T3 tox | Luciferase inh | IP6K1 inh | GPT2 inhibitor | HEK293 viab | SNCA expr inh | HEK cytotox |
| --- | --- | --- | --- | --- | --- | --- | --- |
| CCOc1ccccc1NC(=O)Cn1cc(C(=O)c2cccc(OC)c2)c(=O)c2ccc(C)nc21 | . | . | 0 | . | 3% | -5% | . |
| CCS(=O)(=O)N1CCCC(C(=O)Nc2ccccc2Oc2cccnc2)C1 (configuration not stated) | -11% | -1% | 5 | -2% | -8% | -14% | -1% |
| Cc1ccc(Nc2nc(C)c(NC(=O)c3ccc(C)cc3)c(Nc3ccc(C)cc3)n2)cc1 | . | . | -2 | . | -21% | ? | . |
| Cc1ccc(S(=O)Cc2ccc(C(=O)NC3CCCCCC3)o2)cc1 (configuration not stated) | . | . | 12 | . | 6% | 1% | . |
| CC1=NS(=O)(=O)N(Cc2ccc(C)cc2)C=C1C(=O)O | i | -10% | -8 | -13% | 15% | -27% | 14% |
| COc1cc(CNC(=O)[C@H]2CCC[C@H]2NC(=O)c2cnc(C)cn2)cc(OC)c1 | 2% | -4% | 21 | i | 1% | -18% | 5% |
| CCOc1ccc(Nc2oc(-c3ccc(COc4ccc(C)cc4)o3)nc2C#N)cc1 | . | . | -20 | . | ? | -7% | . |
| Cc1cc(C(=O)N2C[C@@H](COCC3CC3)[C@H](c3ccccn3)C2)n[nH]1 | -23% | 0% | 2 | -2% | 0% | -13% | -26% |
| Clc1ccccc1C1Cn2nnc(-c3noc(-c4cc(C5CC5)[nH]n4)n3)c2CO1 (configuration not stated) | ? | -14% | 14 | i | -25% | 68%[activator] | ? |
